ERp5 inh: ERp5 (human) disulfide isomerase inhibition. AID 651711. hit rate 0.05% among 350,000. Q15084. ERp5 insulin aggregation, absorbance 650 nm, 90 min. inhibition, % at 9.99 µM;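 active = mean replicate inhibition above about 25%, with every replicate also reaching it, limit read from the data, passing the limit was not always enough; inconclusive = only one of those two criteria met; inactive = neither criterion met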
Target sequence (Q15084 whole entry, looked up): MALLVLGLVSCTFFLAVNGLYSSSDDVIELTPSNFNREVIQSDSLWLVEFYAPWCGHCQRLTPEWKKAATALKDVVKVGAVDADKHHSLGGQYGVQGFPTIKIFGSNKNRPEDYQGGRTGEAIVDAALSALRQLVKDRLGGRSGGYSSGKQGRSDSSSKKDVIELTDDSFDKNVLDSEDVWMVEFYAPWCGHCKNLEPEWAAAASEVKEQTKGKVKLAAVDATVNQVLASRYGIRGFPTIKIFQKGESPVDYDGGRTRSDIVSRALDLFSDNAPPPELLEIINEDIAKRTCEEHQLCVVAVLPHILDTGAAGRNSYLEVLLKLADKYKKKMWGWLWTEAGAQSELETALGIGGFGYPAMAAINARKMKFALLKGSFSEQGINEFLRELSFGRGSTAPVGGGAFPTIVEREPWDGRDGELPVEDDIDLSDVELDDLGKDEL
Cneo AK release: causes C. neoformans cell lysis; adenylate kinase release luminescence, 4 h; normalised: neutral wells 0, clomiphene wells 100; lysis activity, % at 15 µM; hit rate 0.2% among 360,000;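 active = mean lysis activity across replicates of at least 80%, whatever share of replicates individually reach that level; inactive = mean lysis activity below 80%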
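Assay system: log-phase C. neoformans yeast / Quantity: yeast cell density of 5 × 10^6 cells/mL / Medium: fresh YPD growth medium / Compound: single dose / Timing: static 4 h at 37 °C with compound, 1 h detection / Measured by: adenylate kinase release luminescence / Read-out: lysis from increased AK signal / Benchmarks: Clomiphene as positive lysis control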
ARNT-TACC3 inh: disruptors of human ARNT/TACC3 interaction; Q9Y6A5; AlphaScreen His-ARNT PAS-B/GST-TACC3 binding, luminescence; TACC3 fragment carries E629A point mutation; inhibition, % at 9.99 µM; hit rate 0.66% among 390,000; AID 623870;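 active = mean inhibition of replicates at least 50% and at least half of replicates each reaching 50%; inconclusive = half or more replicates reach 50% but mean below 50%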;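 note: 0% = complete ARNT plus TACC3 wells and 100% = ARNT alone without TACC3; many hits fall short of the cut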
esBAF inh: blocks esBAF chromatin remodeling in mouse ES cells | AID 602393 | reporter increase, % at 12.5 µM | Bmi1-luciferase knock-in reporter, 24 h; 100% = twice the neutral-well signal | hit rate 2% among 350,000; in the data active = activation above about 40%; inconclusive = no clear call, values can overlap the other calls;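 note: 0% = median of the plate's neutral control wells and 100% = double that signal; a rise in the Bmi1 reporter signal indicates esBAF inhibition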
SIRT5 block: sirtuin-5 (human) deacylase inhibition | Purified SirT5, succinyl-peptide AMC, trypsin-coupled fluorescence | AID 652115 | Q9NXA8 | hit rate 1.1% among 330,000 | inhibition, % at 15 µM; in the data active = inhibition above about 15%; inconclusive = no clear call, values can overlap the other calls
Target sequence (Q9NXA8 whole entry, looked up): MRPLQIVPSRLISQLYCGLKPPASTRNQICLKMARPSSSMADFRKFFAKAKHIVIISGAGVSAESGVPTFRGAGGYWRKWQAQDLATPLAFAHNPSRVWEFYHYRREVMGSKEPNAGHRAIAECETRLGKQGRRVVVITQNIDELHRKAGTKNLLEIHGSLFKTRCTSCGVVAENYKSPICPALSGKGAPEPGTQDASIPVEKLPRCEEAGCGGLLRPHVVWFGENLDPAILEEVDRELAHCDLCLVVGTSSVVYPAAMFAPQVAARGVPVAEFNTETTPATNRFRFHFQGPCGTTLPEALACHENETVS
miR-122 sensor: blocks miR-122 activity in Huh7 sensor cells | AID 602342 | Huh7 miR-122 Renilla luciferase sensor, 48 h; neutral wells = 0, positive control = 100 | activation (reporter increase), % at 12.5 µM | hit rate 0.3% among 340,000;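 active = mean replicate activation score at least 90 and every replicate individually at or above 90; inconclusive = only one of the two criteria met; inactive = neither criterion met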;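 note: higher luciferase means less miR-122 activity so hits act as miR-122 inhibitors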
Statin myotox sup: suppressors of simvastatin-induced myotoxicity in C2C12 myotubes; ATP luminescence, 48 h; scaled: DMSO 0, geranylgeraniol control 100; rescue of ATP level, % at 7.49 µM; hit rate 0.78% among 330,000;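 active = mean ATP rescue above about 67%, or every replicate alone reaching that limit, limit read from the data, passing the limit was not always enough; inconclusive = no clear call, values can overlap the other calls; inactive = mean under the limit and some replicate under it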;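 note: myotubes were challenged with 10 µM simvastatin during compound exposure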
Active calls of the source: *; ? = inconclusive; / = no result given; [ ] = another dose, or the depositor's remark. Rows are unselected; any-hit rate near 4%.

SMILES	ERp5 inh	Cneo AK release	ARNT-TACC3 inh	esBAF inh	SIRT5 block	miR-122 sensor	Statin myotox sup
COc1ccc(-n2nc3c(c2NC(=O)C(C)Oc2ccccc2)CS(=O)(=O)C3)cc1 (stereo not drawn)	-5	2	-8	3	-2	/	-17
Cc1cc(C)cc(-n2ncc3c2CCCC3NC(=O)CCCn2cncn2)c1 (stereo not drawn)	6	0	16	-7	-1	/	11
COc1ccc(/C=C/C=C2\NC(=S)NC2=O)cc1	-5	-23	4	15	0	-9	-23
CC(C)COc1ccc(CSCCNC(=S)Nc2ccccc2)cc1	/	9	-1	-27	/	38	15
COC(=O)[C@]1(C)N[C@H](CN(C)C(=O)Nc2ccc(C)cc2)[C@@H]2C(=O)N(C)C(=O)[C@@H]21	-2	1	-5	-1	-1	-4	-3
N#Cc1cccc(-c2ccc([C@H]3[C@H]4CN(Cc5ccccc5F)CCCCN4[C@H]3CO)cc2)c1	7	6	10	-3	0	4[16.7 µM]	-24
COc1ccc(S(=O)(=O)N(Cc2ccccc2)c2ccccc2C(=O)O)cc1	1	1	-1	-1	-4	-2	-1
COc1cccc(C(=O)Nc2cc(C(=O)NCc3ccc(C)cc3)ccc2N2CCC3(CC2)CC(c2ccccc2)=NO3)c1	16	5	-3	13	/	1	-3
N#CC1=C(N)C(C#N)(C#N)C2(CCC3(CC2)OCCO3)C2CC3(CC=C12)OCCO3 (stereo not drawn)	/	3	13	1	/	-6	-14
Fc1cccc(F)c1-c1nc2c(s1)CCc1onc(-c3ccc(Br)cc3)c1-2	/	1	-2	3	/	-6	14
CC(=O)N1CCN(c2ccc(S(=O)(=O)N3CCCCC3)cn2)CC1	/	-1	-3	-1	/	2	3
Cc1ccccc1NC(=O)OCCN1CCN(Cc2ccccc2)CCC1=O	0	-1	-1	1	/	-5	7

Next part; it opens with the 2 that closed the last part.
SMILES	ERp5 inh	Cneo AK release	ARNT-TACC3 inh	esBAF inh	SIRT5 block	miR-122 sensor	Statin myotox sup
CC(=O)N1CCN(c2ccc(S(=O)(=O)N3CCCCC3)cn2)CC1	/	-1	-3	-1	/	2	3
Cc1ccccc1NC(=O)OCCN1CCN(Cc2ccccc2)CCC1=O	0	-1	-1	1	/	-5	7
CCCc1ncc(C(O)c2ccc(OC)cc2)n1C (stereo not drawn)	/	-2	-13	1	/	0	12
CCN(CC(=O)NCc1cccs1)C(=O)/C=C/c1ccc(OC)cc1OC	-6	0	-3	10	1	1	17
COc1ccc(S(=O)(=O)N2CCCCN3[C@H](CO)[C@@H](c4ccc(C#CCC(C)C)cc4)[C@H]3C2)cc1	/	8	17	/	/	4[16.7 µM]	/
C/C(=N\NC(=O)c1ccc(C)cc1C)c1ccc2c(c1)Nc1ccccc1S2	/	-1	1	37	/	-6	-3
COc1cc(C2C(C#N)=C(N)Oc3n[nH]c(-c4cccs4)c32)cc(OC)c1O (stereo not drawn)	-3	-3	1	2	10	-5	-2
COC(=O)c1ccc(Cn2c(C)c(C(=O)NCc3ccc(C#N)cc3)sc2=O)o1	-4	-1	/	-1	/	/	5
CN(C)c1ccc(CN(C(=O)COc2ccc(Br)cc2)C2CCS(=O)(=O)C2)cc1 (stereo not drawn)	/	2	16	-8	/	-2	-2
Cc1ccc(N2C(=O)N(CC(=O)NCc3ccccc3Cl)C(=O)C2C)cc1 (stereo not drawn)	2	0	-3	2	-5	-2	1
Cc1nc(-c2ccccc2)sc1-c1nc(-c2ccccc2)ncc1S(=O)(=O)c1ccccc1	/	3	20	0	/	-3	2
COc1ccccc1N1CC(C(=O)Nc2nnc(SC)s2)CC1=O (stereo not drawn)	0	6	1	-1	5	/	2
CC1CCCC(C)N1C(=O)COC(=O)c1ccc(Br)c(S(=O)(=O)N2CCOCC2)c1 (stereo not drawn)	-6	0	1	2	-2	-1	11
CNc1ncc(C(=O)c2ccc(Cl)c(Cl)c2)s1	/	0	-1	77*	/	-1	1
Cc1ccc(C)c(S(=O)(=O)N2CCCOC2CNC(=O)C(=O)NC2CCCC2)c1 (stereo not drawn)	3	4	-1	5	0	0	-5
CC(C)(C)c1ccc(N/N=C(\C#N)S(=O)(=O)C(C)(C)C)cc1	7	/	2	/	-1	/	/
O=C(Nc1ncn[nH]1)c1ccc(Cl)c(S(=O)(=O)Nc2ccc(Cl)cc2)c1	1	/	24	/	0	/	/
Cc1cc(NC(=O)C2CCC2)n(-c2ccccn2)n1	-5	-1	/	/	-5	4	/
C=CCN=C(NC#N)SCC(=O)NCc1ccccc1	/	-3	3	0	/	-11	2
COc1ccc(-n2cc(-c3ccccc3)nc2SC)cc1	-1	/	-4	/	-2	/	/
CC(NC(=O)CCNS(=O)(=O)c1cccc2nsnc12)c1ccccc1 (stereo not drawn)	1	-1	1	-8	0	3	-21
CN1C(=O)c2cc(NC(=O)c3ccc(F)cc3)ccc2OC[C@@H]2O[C@H](CC(=O)NCC3CC3)CC[C@@H]21	4	-1	-15	7	6	12[16.7 µM]	-12
CNC[C@H]1Oc2ccc(NS(=O)(=O)c3ccc(F)cc3)cc2CC(=O)N([C@H](C)CO)C[C@@H]1C	-4	2	6	-5	1	-3[16.7 µM]	3
N#Cc1cnn2cc(CCN3CCOCC3)c(-c3ccc(F)cc3)nc12	-5	4	5	-2	7	-9	4
CCOCC(=O)Nc1cccc(NC(C)=O)c1	/	-1	-2	4	/	-3	-4
COc1ccc(CCNC(=O)CC2(CC3=NS(=O)(=O)c4ccccc4N3)CCCC2)cc1OC	1	-1	-2	-4	-13	14	5
Cc1cc(N2CCC(C)CC2)nc(-n2nc(C)cc2C)n1	/	15	-2	-9	/	-2	7
Cc1cc(C)nc(Nc2ncc(O)n2-c2ccc(Br)cc2)n1	-10	/	-24	/	0	/	/
CCOC(=O)C1=CN(Cc2cccc(F)c2)S(=O)(=O)N(C)C1c1ccc(F)c(Cl)c1 (stereo not drawn)	0	-3	-4	-2	-8	/	7
CNC[C@@H]1OCCCC[C@@H](C)Oc2ccc(NC(=O)CCC(F)(F)F)cc2C(=O)N([C@H](C)CO)C[C@H]1C	/	/	/	0	/	2[16.7 µM]	1
COc1cc2cnc(-c3ccccc3)c(-c3cc(OC)c(OC)c(OC)c3)c2cc1OC	-6	-1	1	3	/	-1	-24
CC(=O)CNc1ccc(S(=O)(=O)N/N=C/c2ccccc2)cc1	3	/	13	-4	2	0	-1
O=C(O)CC1NC(=O)N(c2ccc(Cl)cc2)C1=O (stereo not drawn)	/	3	15	-5	/	/	1
CC=Cc1ccc2n(c1=O)C[C@H]1[C@H](CO)[C@@H](C(=O)NCc3ccccc3)[C@@H]2N1S(C)(=O)=O (mixture of isomers)	-10	-2	-5	6	-25	-1[16.7 µM]	-10
CN(C)S(=O)(=O)c1ccc(/C(O)=C2/C(=O)C(=O)N(Cc3cccnc3)C2c2ccncc2)cc1 (stereo not drawn)	/	1	0	-5	/	-1	-1
CCCCN(C)C(=O)C(Cc1ccccc1)NS(=O)(=O)c1ccc2c(c1)CCC(=O)N2 (stereo not drawn)	-3	1	-8	-8	/	-1	-4
C[C@H]1CN([C@@H](C)CO)C(=O)Cc2cc(NC(=O)C3CCCCC3)ccc2O[C@H]1CN(C)C(=O)Nc1cccc2ccccc12	-5	1	-1	-1	1	5[16.7 µM]	2
CC1(C)CC(=O)C2=C(C1)N=C1c3ccccc3C(=O)C1C2c1ccc(Cl)cc1 (stereo not drawn)	/	-1	-11	-38	/	4	/

As entered above:
CC(=O)CNc1ccc(S(=O)(=O)N/N=C/c2ccccc2)cc1 in ERp5 inh has 3
CC1(C)CC(=O)C2=C(C1)N=C1c3ccccc3C(=O)C1C2c1ccc(Cl)cc1 (stereo not drawn) in esBAF inh has -38

The list continues.
SMILES	ERp5 inh	Cneo AK release	ARNT-TACC3 inh	esBAF inh	SIRT5 block	miR-122 sensor	Statin myotox sup
CC(=O)NC(CC(=O)NNC(=O)c1cc2ccccc2cc1O)c1ccccc1 (stereo not drawn)	4	-1	7	-3	2	0	-2
COc1ccc(N=C2NC(=O)/C(=C/C=C/c3ccccc3)S2)cc1	3	-3	-5	/	0	0	/
Cc1ccccc1OCCC(=O)OCC(=O)NC1CCCCC1	-2	0	-4	-2	-3	/	-2
CCOc1ccc(OC(=O)C(CCS(C)(=O)=O)N2C(=O)c3ccccc3C2=O)cc1 (stereo not drawn)	0	-3	-1	-7	-2	1	-2
CCN(CC)S(=O)(=O)c1ccc(CNC(=O)CN2C(=O)NC3(CCc4ccccc43)C2=O)cc1 (stereo not drawn)	0	0	0	-5	-7	1	0
NCCCC[C@@H]1NC(=O)[C@H](CCC(=O)O)NC(=O)c2cc([N+](=O)[O-])cc(I)c2SC[C@@H](C(=O)NCC(N)=O)NC1=O	-4	-2	-5	-7	/	-6	4
CCOc1ccc(S(=O)(=O)N(CC)CC)cc1NC(=O)c1ccc(N2CCCC2=O)cc1	4	0	/	-3	-4	2	3
O=C(c1cccc(COc2cccc3ccccc23)c1)N1CCCC1	/	1	2	74*	/	2	-28
CN1c2ccccc2-c2nc3ccccc3n2C1c1ccco1 (stereo not drawn)	/	6	-8	-1	/	7	96*
COc1ccc(S(=O)(=O)Nc2ccc3c(c2)CC(=O)N([C@H](C)CO)C[C@H](C)[C@@H](CN(C)C(=O)Nc2ccccc2)O3)cc1	4	2	-3	0	3	-3[16.7 µM]	5
Cc1c(C(=O)N2CCCc3ccccc32)oc2ccccc12	2	-1	-2	31	-3	-1	4
CCOC(=O)CCCNC(=O)COC(=O)c1cc(C)cc(C)c1	/	-1	9	-4	/	3	2
CCOc1ccc(-n2nnnc2SCC(=O)c2ccccc2)cc1	/	0	6	-1	/	-2	12
O=C(C1CCC(=O)N(C2CC2)C1)N1CCC(Oc2cccc(C(F)(F)F)c2)CC1 (stereo not drawn)	-5	0	0	6	-3	-1	6
Cc1ccc(S(=O)(=O)N(C)C[C@@H]2Oc3ccc(NS(=O)(=O)c4ccc(Cl)cc4)cc3C(=O)N([C@H](C)CO)C[C@@H]2C)cc1	-5	/	/	1	6	-6[16.7 µM]	?
O=C(COC(=O)c1cc(S(=O)(=O)N2CCOCC2)ccc1Cl)Nc1ccc2c(c1)OCO2	/	4	-1	-6	/	-2	6
O=C(O)CNC(=O)c1ccc(NC(=O)/C(=C/c2ccccc2)NC(=O)c2ccco2)cc1	-3	-2	11	/	2	/	/
COc1ccc(S(=O)(=O)Nc2ccc3c(c2)CC(=O)N([C@@H](C)CO)C[C@H](C)[C@H](CN(C)S(=O)(=O)c2ccc(OC)cc2)O3)cc1	0	-3	-1	4	2	11[16.7 µM]	-1
Cc1noc(C)c1NC(=O)N(C)C[C@@H]1Oc2ccc(NS(=O)(=O)c3cn(C)cn3)cc2C(=O)N([C@H](C)CO)C[C@@H]1C	1	0	-10	-2	-4	5[16.7 µM]	-5
Cc1noc(C)c1NC(=O)Nc1ccc2c(c1)C(=O)N([C@H](C)CO)C[C@H](C)[C@H](CN(C)C(=O)Nc1cccc3ccccc13)OCCCC[C@H](C)O2	/	-4	-3	-1	/	4[16.7 µM]	/
O=C(c1ccc(F)cc1)c1c[nH]c(C(=O)NCCCN2CCOCC2)c1	/	3	1	13	/	14	/
O=C(c1cccc(-c2ccccc2F)c1)N1CC[C@@H](N2CCC(O)CC2)[C@H](O)C1	-4	-5	2	-5	1	/	3
COc1ccc(N(CC(=O)N2CCN(Cc3ccccc3)CC2)S(C)(=O)=O)c(OC)c1	0	1	-5	3	1	/	-6
COC(=O)[C@@H]1[C@@H](CO)[C@@H]2Cn3c(ccc(-c4ccccc4OC)c3=O)[C@@H]2N1C(=O)c1cnccn1	0	1	2	0	2	/	39
COc1ccc(C(=O)C2CCCN(C(=O)c3cc(C)on3)C2)cc1F (stereo not drawn)	-19	0	28	-6	5	1	-3

Screens (PubChem)
